Screening results as filed in PubChem BioAssay.
KCNQ2 block: KCNQ2 potassium channel inhibitors, primary screen, cell-based, CHO-K1, FluxOR thallium flux, B-score (AID 2156); 20 min; active compounds read low; Potassium voltage-gated channel subfamily KQT member 2 (Rattus norvegicus), O88943; 1.1% of 310,000 active; B-score at 10 µM;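 active means fluorescence ratio B-score at most minus 3 library SDs, with starting brightness B-score within 2 library SDs, cut at about -5.5 in these data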
Kir21 block: inhibitors of mouse Kir2.1 inward-rectifier potassium channel | AID 1672, 2009 | B-score at 10 µM | HEK293-Kir2.1, FluxOR thallium flux fluorescence; active compounds read low | 0.85% of 310,000 active | Inward rectifier potassium channel 2 (Mus musculus), P35561;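 active means fluorescence ratio B-score at or below minus 3 SD of library scores, with starting-brightness B-score within 2 SD, cut at about -4.2 in these data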;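 further: channel flux triggered by added potassium and thallium sulfate stimulus; B-score of peak minus minimum fluorescence over baseline after thallium stimulus; more negative B-score means stronger Kir2.1 block with less thallium influx; some compounds called inactive have numbers as strong as hits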
Target sequence (P35561 whole entry, looked up): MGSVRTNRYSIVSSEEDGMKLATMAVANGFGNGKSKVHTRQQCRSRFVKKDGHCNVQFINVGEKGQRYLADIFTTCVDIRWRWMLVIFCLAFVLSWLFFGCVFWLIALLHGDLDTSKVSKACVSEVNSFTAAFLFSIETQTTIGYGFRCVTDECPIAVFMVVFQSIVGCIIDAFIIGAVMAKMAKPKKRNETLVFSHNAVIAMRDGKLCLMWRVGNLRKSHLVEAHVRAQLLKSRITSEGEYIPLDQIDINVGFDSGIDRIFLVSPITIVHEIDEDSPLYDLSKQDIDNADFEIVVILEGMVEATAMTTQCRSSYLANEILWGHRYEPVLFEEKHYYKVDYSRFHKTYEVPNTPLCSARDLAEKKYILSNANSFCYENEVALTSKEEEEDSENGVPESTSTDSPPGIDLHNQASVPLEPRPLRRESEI
* hit, by the source's call; i = inactive. Rows are unselected; 1.8% or so of the library scored in one or more.

Below each compound: KCNQ2 block	Kir21 block
Cc1cccc(NC(=O)c2c(C)nc3ccccn23)c1
→ i	0.8
COc1ccc(S(=O)(=O)N/N=C(/C)c2ccncc2)c(OC)c1
→ i	0.04
CN(C(=O)c1ccco1)c1nnc(C23CC4CC(CC(C4)C2)C3)s1
→ i	1.1
CCc1c(C)sc(NC(=O)OC)c1C(N)=O
→ i	0.88
CCC(=O)NC(=S)Nc1ccccc1C(F)(F)F
→ i	0.06
Cn1c(=O)c2c(SCc3cccnc3)nc(CC(C)(C)C)nc2n(C)c1=O
→ i	1.3
CCCn1c(SCC(=O)Nc2cccc(C(=O)OCC)c2)nnc1-c1ccoc1C
→ i	-0.19
COc1cccc2c(=O)c3ccccc3oc12
→ i	0.47
O=C(Nc1ccc(-n2cccn2)cc1)C1CCCCN1Cc1cccc2cccnc12 (stereo unspecified)
→ i	0.09
CCSc1cc(N2CCOCC2)nc(-c2ccc(Cl)cc2)n1
→ i	1.3
Cc1ccc(S(=O)(=O)N2CCN(C(=O)CNC(=O)c3sc4ccccc4c3Cl)CC2)cc1
→ i	0.88
CC(=O)/C(N)=N/Nc1cccc(Cl)c1
→ i	0.14
CCCNC(=O)CSC1=N/C(=C/c2ccc(F)cc2)C(=O)N1CC
→ i	-0.39
CC1(C)CC(=O)C2=C(C1)Nc1ccccc1N=C2
→ i	-2.1
CC(C)(C)c1cc[n+](C2=C([O-])c3ccccc3C(=O)/C2=N\S(=O)(=O)c2cccs2)cc1
→ i	-0.08

Gathered by group: the compounds so far with four or more nitrogen atoms.
Below each compound: KCNQ2 block	Kir21 block
Cn1c(=O)c2c(SCc3cccnc3)nc(CC(C)(C)C)nc2n(C)c1=O
→ i	1.3
CCCn1c(SCC(=O)Nc2cccc(C(=O)OCC)c2)nnc1-c1ccoc1C
→ i	-0.19
O=C(Nc1ccc(-n2cccn2)cc1)C1CCCCN1Cc1cccc2cccnc12 (stereo unspecified)
→ i	0.09

Later entries
Below each compound: KCNQ2 block	Kir21 block
CSc1nc(C)cc(SCC(=O)Nc2ccc(Cl)cc2Cl)n1
→ i	-0.67
COC(=O)C1(C(=O)OC)NOC2C(=O)N(c3ccc(Cl)cc3Cl)C(=O)C21 (stereo unspecified)
→ i	0
O=C(NC1CCCCC1)N1CCN(C(c2ccccc2)c2ccccc2)CC1
→ i	0.26
COc1ccc(CN(C(=O)CSc2nnc(-c3ccc(OC)c(OC)c3)o2)c2ccc(F)cc2)cc1
→ i	-0.59
Cc1ccccc1C(=O)NC1CCSC1=O (stereo unspecified)
→ i	-1.5
Cc1nn2c3ccccc3nc2c2ccccc12
→ i	-0.99
COC(=O)C1CCN(C(=O)CCC2CCCCC2)CC1
→ i	-0.31
COc1ccc(NC(=O)CCCSc2nc(-c3ccco3)cc(C(F)(F)F)n2)cc1OC
→ i	-1.1
Cc1ccc(C(=O)Nc2ccccc2N2CCCC2)cc1
→ i	-0.77
CC(O)CN=c1cc(-c2ccccc2)oc2ccc(Cl)cc12 (stereo unspecified)
→ i	0.23
COc1ccc(Nc2nc(-c3ccc(OC)cc3)cs2)cc1
→ i	-1.5
CCc1ccc(CNC(=O)CCc2nc(-c3cccs3)no2)cc1
→ i	0.44
C=CC(=O)NC(NC(=O)C=C)c1ccc(Br)cc1
→ i	0.03
Nc1ccc(Oc2ccc([N+](=O)[O-])cc2[N+](=O)[O-])cc1
→ i	0.11
S=c1nc[nH]c2c1sc1nc(N3CCOCC3)c3c(c12)CCCC3
→ i	-0.28

Carrying on.
Below each compound: KCNQ2 block	Kir21 block
COc1ccc(S(=O)(=O)N2CCCC(C(=O)NCCC3=CCCCC3)C2)cc1 (stereo unspecified)
→ i	-1.8
COC(=O)c1cccc(Cn2cc([N+](=O)[O-])cn2)c1
→ i	0.49
O=C(N/N=C/c1ccc([N+](=O)[O-])o1)C1CC1
→ i	-0.1
Cc1cc(NC(=O)CSc2nnc(CNC(=O)c3cccc(C(F)(F)F)c3)o2)no1
→ i	-0.59
c1nc(NCCN2CCOCC2)c2c3c(sc2n1)CCCCC3
→ i	3
COc1ccc(C(=O)Oc2coc(CSc3nnc(NC(=O)c4cccs4)s3)cc2=O)cc1
→ i	-1.4
Cn1c(=O)[nH]c(=O)c2c1nc(Br)n2C/C=N/Nc1ccccc1
→ i	0.36
S=c1[nH]nc(-c2ccc3ccccc3n2)n1-c1ccc2c(c1)OCCO2
→ i	-0.03
CC(Cc1c[nH]c2ccccc12)C(=O)O (stereo unspecified)
→ i	-0.64
CCOC(=O)Cc1sc(N)nc1C
→ i	0.12
COc1ccc(C(c2c(NC(C)=O)sc3c2CCCC3)N2CCN(CCO)CC2)cc1OC (stereo unspecified)
→ i	0.03
CCCCN=C1NN=C(c2cc3ccccc3o2)CS1
→ i	0.02
O=C(Nc1ccccc1)c1cc(-c2ccccc2Cl)no1
→ i	-1.8
O=C(c1cc(-c2ccc(F)cc2)on1)N1CCOCC1
→ i	-1.6
O=C(c1ccc(Cl)cc1)N1CCN(C(=O)C2CCCCC2)CC1
→ i	0.74

Quoted from the listing:
Cc1cc(NC(=O)CSc2nnc(CNC(=O)c3cccc(C(F)(F)F)c3)o2)no1 – Kir21 block = -0.59
CCOC(=O)Cc1sc(N)nc1C – Kir21 block = 0.12
CC(Cc1c[nH]c2ccccc12)C(=O)O (stereo unspecified) – Kir21 block = -0.64
O=C(N/N=C/c1ccc([N+](=O)[O-])o1)C1CC1 – Kir21 block = -0.1

Other results:
Below each compound: KCNQ2 block	Kir21 block
O=[n+]1cc(-c2ccc(Br)cc2)n([O-])c2c1CCC2
→ i	0.17
c1ccc(-c2nc3ccccc3nc2N2CCOCC2)cc1
→ i	-0.31
CCOC(=O)c1c(NC(=S)Nc2ccccc2)sc(C)c1C
→ i	1.2
Cc1cc(C)c(NC(=O)NC(=O)c2cccc(F)c2)c(C)n1
→ i	2
Cc1ccc(-c2nn(-c3ccccc3)cc2/C=C/C(=O)OCC(=O)NC2CC2)o1
→ i	1
N#CC1=C(N)Oc2ccccc2C12C(=O)Nc1n[nH]c(-c3ccccc3)c12 (stereo unspecified)
→ i	-0.67
CC1(CCC(=O)N2CCCC(N3CCN(c4cccc(C(F)(F)F)c4)CC3)C2)CC1 (stereo unspecified)
→ i	0.33
COc1ccc2c(c1)O[C@H](c1ccc3c(c1)OCO3)[C@@H](OC(=O)Nc1cc(OC)c(OC)c(OC)c1)C2=O
→ i	1.6
Cc1ccc(C)c(S(=O)(=O)N2CCN(C(C(=O)Nc3ccc(F)cc3)c3ccccc3)CC2)c1 (stereo unspecified)
→ i	-0.2
Cc1ccc(S(=O)(=O)Cc2nnnn2-c2ccccc2)cc1
→ i	0.96
COc1ccc(C(=O)NC2CCCc3c2cnn3-c2cccc(C)c2C)o1 (stereo unspecified)
→ i	-0.75
Cc1nnc(SCc2cc(=O)[nH]c(Nc3nc(C)c4cc(C)c(C)cc4n3)n2)s1
→ i	-1
CC(C)(C)OC(=O)CNC(=O)c1[nH]cnc1C(=O)NC(c1ccccc1)c1ccccc1
→ i	-1.4
Cc1ccc2c(C)c(C(=O)N(C)CCC3CCCCO3)oc2c1C (stereo unspecified)
→ i	0.21
Cc1c(N)cccc1-n1cccc1
→ i	0.02

The results go on:
Below each compound: KCNQ2 block	Kir21 block
COC(=O)c1ccc(OCC(O)CNCC(c2ccc(OC)cc2)N(C)C)c(OC)c1 (stereo unspecified)
→ i	-0.63
O=C(CCCc1nc2ccccc2s1)NNC(=O)CCN1CCN(Cc2ccccc2)CC1
→ i	-2.4
O=C(OCc1nnc(-c2ccc(Cl)cc2)o1)C12CC3CC(CC(O)(C3)C1)C2
→ i	-0.03
CCOc1ccc(C(=O)NCC(=O)OCC(=O)Nc2cccc(S(=O)(=O)N3CCCC3)c2)cc1
→ i	0.64
COc1ccc2c(c1)[nH]c1c(=O)n(/N=C/C3C(C)C=C(C)CC3C)c(=O)[nH]c12 (stereo unspecified)
→ i	0.82
CC(=O)N[C@@H](C)c1nc2ccccc2n1CCCN1CCN(c2nc(-c3ccc(C)cc3)cs2)CC1
→ i	0.02
COc1ccccc1/C=C1\SC(=S)N(NS(=O)(=O)c2ccccc2)C1=O
→ i	1.1
CC1(COS(N)(=O)=O)CCCCC1
→ i	0.83
O=C(Nc1nccs1)C1CCN(S(=O)(=O)c2ccccc2)CC1
→ i	1.7
CCCn1c(/N=C/c2ccccc2O)nc2ccccc21
→ i	0.49
CCc1nn2c(=O)cc(CSCC(=O)Nc3ccccc3Cl)nc2s1
→ i	-0.47
O=C(NCC1COCCO1)C1CCN(S(=O)(=O)c2ccccc2)CC1 (stereo unspecified)
→ i	-0.25
O=C(c1cccc(F)c1)N1CCC(c2nc3ccccc3s2)CC1
→ i	1.8
CCCC(=O)Nc1nnc(CCc2ccccc2)s1
→ i	1.6
O=C(Cc1ccccc1)c1c[nH]c(C(=O)NCCCN2CCOCC2)c1
→ i	-1.3

Following part:
Below each compound: KCNQ2 block	Kir21 block
Cc1ccccc1/C=C1\OC(=O)c2ccccc21
→ i	-0.56
CC(NC(=O)C1C(=O)N(CCO)C2(C)CC1c1ccccc1O2)c1ccccc1 (stereo unspecified)
→ i	-0.6
COc1ccc(N2CCN(C(=O)CN3C(=O)c4ccccc4S3(=O)=O)CC2)cc1
→ i	0.14
CCc1cccc(C)c1NC(=O)COn1nnc2ccc(C(F)(F)F)cc21
→ i	-0.23
Cc1cc(C)c2c(N)c(C(=O)NN3CC(=O)N(c4ccccc4F)CC3=O)sc2n1
→ i	-0.5
CN(C(=O)COc1ccc(C(C)(C)C)cc1)C1CCS(=O)(=O)C1 (stereo unspecified)
→ i	-0.22
COc1ccc(-c2nc(NC(=O)c3cc(C(C)(C)C)nn3C)sc2C)cc1
→ i	1.1
CSc1nc2ccc(S(=O)(=O)N3CCOCC3)cc2s1
→ i	-0.93
O=C(Nc1nnc(-c2ccccc2Cl)o1)c1ccc(S(=O)(=O)N2CCCCCC2)cc1
→ i	3.2
Cc1ccc(NC2CCCN(C(=O)c3cccc(-c4ncc[nH]4)c3)C2)cc1C (stereo unspecified)
→ i	0.24
O=C(O)COc1ccccc1/C=C1\C(=O)Nc2ccc(Br)cc21
→ i	1.3
Cc1ccc(NC(=O)CCC(=O)N/N=C/c2cc([N+](=O)[O-])ccc2O)cc1
→ i	-0.43
COc1ccc(-c2noc(CNC(=O)Nc3ccc(F)cc3)n2)cc1
→ i	-0.8
Cc1nc2ncnn2c(C)c1C/C=C/c1ccccc1
→ i	0
COc1cccc(C2N(c3ccccn3)C(=O)C3CCCN32)c1OC (stereo unspecified)
→ i	-0.76

Other structures follow.
Below each compound: KCNQ2 block	Kir21 block
CCCCC(=O)Nc1ccc2c(c1)oc1ccccc12
→ i	0.2
O=C(NCc1ccccc1)C1=C[C@@H](C2CCCCC2)C[C@@H](OCc2ccc(CO)cc2)O1
→ i	-0.29
CC(C)(C)c1ccc(C(=O)c2c[nH]c(C(=O)NCc3ccco3)c2)cc1
→ i	-0.11
CCN1C(=O)C2(C(C#N)=C(N)Oc3n[nH]c(COC)c32)c2ccccc21 (stereo unspecified)
→ i	2.3
COc1ccc(N2CCN(c3oc(COc4ccccc4Cl)nc3C#N)CC2)cc1
→ i	-1.4
C=CCNc1nc2c(c(=O)[nH]c(=O)n2C)n1CCCc1ccccc1
→ i	0.5
C=CCOc1ccc(/C=C2\SC(=S)N(NS(=O)(=O)c3ccccc3)C2=O)cc1
→ i	3.3
CCCOc1ccc(C(=O)NCC(c2cccs2)N(C)C)cc1 (stereo unspecified)
→ i	0.54
Cc1ccc(C(=O)Nc2onc(C)c2C#N)cc1
→ i	-0.13
Cc1ccc(C)c(OCCCC(=O)NC2CCCCC2)c1
→ i	-0.98
N#CCCn1cc(C(CC(=O)c2ccccc2)C(=O)O)c2ccccc21 (stereo unspecified)
→ i	0.48
CC(=O)N=c1sccn1CC(=O)c1ccc([N+](=O)[O-])cc1
→ i	-0.69
COc1ccc(NC(=O)CSc2nnc(Cn3c(=O)sc4ccccc43)n2C)c(OC)c1
→ i	0.79
COC(=O)[C@@H](c1ccccc1)N(C)S(=O)(=O)c1cccc(S(=O)(=O)N(C)[C@@H](C(=O)OC)c2ccccc2)c1
→ i	0.47
COc1cc(C(=O)NCC(C)(C)CNC(=O)c2cc(OC)c(OC)c(OC)c2)cc(OC)c1OC
→ i	2.1

Continued:
Below each compound: KCNQ2 block	Kir21 block
O=C(NC(=S)N1CCCCCC1)c1ccccc1
→ i	0.07
CCn1ncc(NC(=O)Nc2cccc(C(F)(F)F)c2)c1C(N)=O
→ i	1.7
Cc1nnc(SCC(=O)NC(=O)NCCC(C)C)s1
→ i	2
Cc1nc(NC(=O)CSc2nnc(C)n2CC2CCCO2)sc1C (stereo unspecified)
→ i	0.08
CC1CCCCN1Cc1nc2c(c(=O)n(C)c(=O)n2C)n1CCCc1ccccc1 (stereo unspecified)
→ i	0.55
O=C(Nc1ccc(Cl)cc1C(=O)NCCN1CCOCC1)c1ccco1
→ i	0.3
CCCc1ccc(S(=O)(=O)NCC2CCCN2CC)cc1 (stereo unspecified)
→ i	-0.01
CCN1CCN(S(=O)(=O)c2ccc(C(C)(C)C)cc2)CC1
→ i	-0.74
COc1ccc2nc(-c3ccco3)c(-c3ccco3)nc2c1
→ i	-0.99
Cc1cc(C(=O)N2CCC(Cc3ccccc3)CC2)ccc1[N+](=O)[O-]
→ i	0.89
O=C(Cn1c(=O)oc2cc(S(=O)(=O)N3CCCCC3)ccc21)N1CCc2ccccc2C1
→ i	1.1
CC1(C)C(C=C(Cl)Cl)C1C(=O)NC(O)C(=O)c1ccccc1 (stereo unspecified)
→ i	0.66
CC(=O)c1cc(CC=C(C)C)c(O)cc1O
→ i	1.2
COc1cccc(-n2c(SCC(=O)NC(C)(C)C)nnc2-c2ccoc2C)c1
→ i	-0.66
CC(=O)NN1C(=O)/C(=C\c2ccc(O)cc2)SC1=S
→ i	-1.8
